# PMK inhibit: inhibitors of Streptococcus pneumoniae phosphomevalonate kinase | purified PMK, PK/LDH-coupled NADH absorbance 340 nm | inhibition, % at 10 µM | hit rate 0.49% among 65,000;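 active = top-ranked compounds by inhibition in the single 10 µM screen, taking a fixed number of the strongest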;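 also: 0% = full reaction with DMSO carrier and 100% = background rate without enzyme reaction; no value below 0 was filed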
# LYP inhibition: LYP phosphatase inhibitors, primary screen, biochemical, DiFMUP fluorescence, recombinant catalytic domain, 10 µM (AID 606); recombinant LYP catalytic domain, DiFMUP fluorescence; higher % means a stronger effect; inhibition, % at 10 µM; hits with a dose series show IC50 in µM; 52,000 tested, under 10 active;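 active = IC50 under 40 µM in the dose-response test; inactive = IC50 of 40 µM or more, or never dose-tested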
# MK inhibit: S. pneumoniae mevalonate kinase inhibition; purified MK, PK/LDH-coupled NADH absorbance 340 nm; inhibition, % at 10 µM; hit rate 0.48% among 65,000;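 active = ranked among the strongest by inhibition in the single 10 µM screen, a fixed top-ranked set picked for dose follow-up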; also: no value below 0 was filed
# Bfl-1 displacement: displacement of Bid BH3 peptide from Bfl-1 – biochemical, fluorescence polarization, FITC-Bid, mouse, primary screen (AID 432) | FITC-Bid BH3 peptide fluorescence polarization displacement; higher % means a stronger effect | displacement, % at 20 µM, or IC50 in µM where a hit was titrated | hit rate 0.02% among 64,000; in the data active = a potency from the dose series; inactive = the rest, 99 in 100 with displacement below about 15%; also: strong numbers were not always called active
# HPDE-C7K KRASV12: viability loss of HPDE-C7K cells – cell-based, fluorescence, HTS, primary screen (AID 431) | HPDE-C7K KRASV12 cells, Alamar Blue viability, 48 h; higher % means a stronger effect | one-dose cytotoxicity, % at 10 µM; EC50 in µM for titrated hits | hit rate 1.7% among 63,000;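 active = compounds whose percent cytotoxicity in the single-dose primary screen, scaled between solvent and toxic-drug controls, exceeds 50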;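 also: 0% = DMSO solvent wells and 100% = doxorubicin-treated wells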
# Spn DPM-DC inh: S. pneumoniae DPM-DC inhibition; purified DPM-DC, PK/LDH coupled NADH fluorescence; calls only at 10 µM; hit rate 0.49% among 65,000; AID 556;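 active = the 320 compounds with the highest percent inhibition in the single-dose primary screen, excluding strongly autofluorescent ones, cut at about 32% in these data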;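 also: kinetic rate of NADH fluorescence loss reporting ADP formed by the decarboxylase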
# HPDE-C7 viability: cytotoxicity in HPDE-C7 cells, cell-based, fluorescence, HTS (AID 430) | HPDE-C7 pancreatic duct cells viability, fluorescence; higher % means a stronger effect | one-dose cytotoxicity, % at 10 µM; EC50 in µM for titrated hits | hit rate 1.8% among 63,000;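 also: cells exposed to compound for 48 hours before viability readout; 0% = vehicle and 100% = reference cytotoxic drug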
# TNAP inhibition: inhibition of tissue-nonspecific alkaline phosphatase – biochemical, luminescent (AID 518) | purified TNAP enzyme, luminescent substrate readout; higher % means a stronger effect | inhibition, % at 20 µM; hits with a dose series show IC50 in µM | hit rate 0.09% among 64,000; in the data active = a potency from the dose series; inactive = the rest, 99 in 100 with inhibition below about 22%;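 also: plate controls were vehicle for no effect and reference inhibitor for full effect; many of its hits are not listed in these tables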
# HT1080 viability: HT1080 cell viability loss – fluorescence readout (AID 620); HT1080 viability, fluorescence; higher % means a stronger effect; one-dose cytotoxicity, % at 10 µM; EC50 in µM for titrated hits; hit rate 0.42% among 87,000;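 also: cells exposed to compound overnight then 4 h with Alamar Blue; 0% = vehicle DMSO and 100% = killing control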
# PMK inhibit pilot replicates: second read-out of PMK inhibit, no call of its own (marks repeat the call); inhibition, %; measured here: pilot screen replicates
# MK inhibit pilot replicates: recorded beside MK inhibit, whose call it bears; inhibition, %; measured here: pilot screen replicates
# Spn DPM-DC inh pilot screen %: second read-out of Spn DPM-DC inh, no call of its own (marks repeat the call); inhibition, %; measured here: pilot screen trials
# Active calls of the source: *; i = inactive; · = not tested or not shown; + = active, no number. Rule as the data show it, unless noted: active = cytotoxicity above about 50%; inactive = the rest.
SMILES,PMK inhibit,LYP inhibition,MK inhibit,Bfl-1 displacement,HPDE-C7K KRASV12,Spn DPM-DC inh,HPDE-C7 viability,TNAP inhibition,HT1080 viability,others
CC1C(=O)C(C)C(c2ccc3c(c2)OCO3)NC1c1ccc2c(c1)OCO2 (stereo not given),22,-5%,2,-5%,1%,i,2%,9%,-4%,
CCOC(=O)C1CCCN(c2nc3ccccc3nc2C(C#N)C(=O)OCC)C1 (stereo not given),12,18%,0,-95%,13%,i,0%,9%,3%,
COc1cc(OC)cc(-c2nc3nc(C)c(CCC(=O)NCc4ccco4)c(C)n3n2)c1,13,-3%,10,-6%,-20%,i,-26%,10%,-5%,
CCCCc1cc(=O)oc2c(CN3CCCC3)c(O)c(Cl)cc12,7,2%,1,-1%,7%,·,-2%,12%,6%,PMK inhibit pilot replicates=3.5;MK inhibit pilot replicates=1.0
O=C1COc2ccc(C(=O)COC(=O)Cn3cnc4ccccc43)cc2N1,14,16%,3,0%,-2%,i,-2%,9%,14%,
COc1ccc(CN2C(=O)CCC2(C)C(=O)NCc2cccnc2)c(OC)c1 (stereo not given),18,7%,5,-2%,-9%,i,-9%,2%,-4%,
Cc1nc(NCc2ccccn2)c2ccccc2n1,24,3%,0,-1%,-1%,i,-6%,7%,-6%,PMK inhibit pilot replicates=2.0;MK inhibit pilot replicates=3.0;Spn DPM-DC inh pilot screen %=0.5
CC1(C)NC(=O)N(CC(O)COc2cccc(F)c2)C1=O (stereo not given),10,9%,5,3%,5%,i,7%,14%,6%,PMK inhibit pilot replicates=7.5;MK inhibit pilot replicates=7.5;Spn DPM-DC inh pilot screen %=3.5
CC1CCN(C(=O)CN(c2ccc3c(c2)OCO3)S(C)(=O)=O)CC1,6,8%,5,-3%,-8%,i,-3%,5%,0%,
O=C(CCCC(=O)N1CCN(c2ccccc2F)CC1)N1CCN(c2ccccc2F)CC1,9,·,7,6%,-2%,i,-14%,6%,-2%,
COCCCNC(=O)CS(=O)Cc1nc(-c2cccc(OC)c2)oc1C (stereo not given),4,·,1,1%,-17%,i,-12%,3%,11%,
CCc1c(C(=O)Nc2ccc(OC)c(Cl)c2)[nH]c(C)c1C(C)=O,2,4%,7,6%,5%,i,-10%,7%,30%,
CCOC(=O)N1CCN(C2=CC(=O)OC23CCCCC3)CC1,11,9%,14,-11%,3%,i,-2%,5%,-5%,
COc1ccc(C2NC(=O)NC3=C2CCc2ccccc23)cc1 (stereo not given),14,-2%,8,-2%,34%,·,34%,10%,2%,
N#Cc1ccc(CN2CCN(C(=O)c3ccccc3)CC2)c(Cl)c1,9,-2%,6,0%,-25%,i,-9%,-4%,-2%,
COc1cc(C2C3C(C)N(C)C(=O)N(C)C3N(C)C(=O)N2C)ccc1O (stereo not given),8,6%,1,3%,-2%,i,-17%,2%,-1%,
O=C(N1CCOCC1)N1CCCC(c2nc(-c3cccs3)no2)C1 (stereo not given),8,8%,2,5%,2%,i,-4%,18%,10%,
OCCn1c(CSc2nc3ccccc3n2CCO)nc2ccccc21,5,25%,5,-6%,4%,i,-2%,4%,-6%,
CCCCCOC(=O)Cn1c(N2CCCCCC2)nc2c1c(=O)[nH]c(=O)n2C,15,·,·,-2%,-7%,i,-20%,16%,3%,
COc1ccc(C(=O)Nc2ccc(S(=O)(=O)Nc3cc(C)nc(C)n3)cc2)c(OC)c1,17,3%,16,-5%,-12%,i,-5%,6%,9%,

# Some of these compounds in order of molar mass, falling.
SMILES,PMK inhibit,LYP inhibition,MK inhibit,Bfl-1 displacement,HPDE-C7K KRASV12,Spn DPM-DC inh,HPDE-C7 viability,TNAP inhibition,HT1080 viability,others
CCCCCOC(=O)Cn1c(N2CCCCCC2)nc2c1c(=O)[nH]c(=O)n2C,15,·,·,-2%,-7%,i,-20%,16%,3%,
CC1CCN(C(=O)CN(c2ccc3c(c2)OCO3)S(C)(=O)=O)CC1,6,8%,5,-3%,-8%,i,-3%,5%,0%,
CCCCc1cc(=O)oc2c(CN3CCCC3)c(O)c(Cl)cc12,7,2%,1,-1%,7%,·,-2%,12%,6%,PMK inhibit pilot replicates=3.5;MK inhibit pilot replicates=1.0
Cc1nc(NCc2ccccn2)c2ccccc2n1,24,3%,0,-1%,-1%,i,-6%,7%,-6%,PMK inhibit pilot replicates=2.0;MK inhibit pilot replicates=3.0;Spn DPM-DC inh pilot screen %=0.5

# (continued)
SMILES,PMK inhibit,LYP inhibition,MK inhibit,Bfl-1 displacement,HPDE-C7K KRASV12,Spn DPM-DC inh,HPDE-C7 viability,TNAP inhibition,HT1080 viability,others
Cc1ccc(Cn2c(=O)n(Cc3ccco3)c(=O)c3ccccc32)cc1,6,12%,0,-6%,-4%,i,-10%,10%,-6%,
O=C1CCCC2=C1C(c1ccccc1)CC(=O)N2c1ccccc1 (stereo not given),10,10%,8,-5%,·,i,·,8%,3%,
O=C(NCCc1ccccc1)C1CC(=O)N(C2CCCCCC2)C1 (stereo not given),0,2%,0,-6%,-9%,i,-14%,16%,0%,
Cc1ccc(C)c2[nH]c(=O)c(CN(Cc3ccc4c(c3)OCO4)Cc3nnnn3Cc3ccco3)cc12,17,-9%,7,0%,38%,i,-11%,11%,1%,
c1ccc(-c2nc3c4ccccc4nc(N4CCN(c5ccccn5)CC4)n3n2)cc1,10,15%,4,-9%,-2%,i,2%,9%,34%,
COc1cc(OC)cc(C(=O)NCC2CCCO2)c1 (stereo not given),9,9%,5,-2%,-4%,i,-12%,10%,-7%,
COc1ccc(C2C(C(=O)OC3CCCCC3)=C(C)Nc3nnnn32)c(OC)c1OC (stereo not given),16,7%,1,-5%,-16%,i,-22%,6%,·,
Cn1c(NC(=O)c2ccccc2Br)cc(=O)n(C)c1=O,3,6%,0,-5%,-4%,i,-11%,5%,-4%,
COc1ccc(C2/C(=C(/O)c3ccccc3)C(=O)C(=O)N2C)cc1 (stereo not given),2,0%,0,-1%,-4%,i,-15%,2%,0%,PMK inhibit pilot replicates=0.0;MK inhibit pilot replicates=0.0;Spn DPM-DC inh pilot screen %=0.0
O=C(NCCCN1CCOCC1)c1cccs1,17,3%,9,-6%,-3%,i,0%,18%,-2%,
Cc1ccc2oc(=O)c3cnn(CC(=O)Nc4ccccc4N4CCN(C)CC4)c3c2c1,3,·,6,-7%,11%,i,4%,3%,29%,
CC(C)(C)NC(=O)C(c1ccccc1F)N(Cc1ccco1)C(=O)c1csnn1 (stereo not given),9,·,10,-5%,-8%,i,4%,3%,20%,
CC(C)OC(=O)CSc1nnc(-c2cnccn2)n1-c1ccccc1,1,12%,9,-1%,-8%,i,-3%,11%,1%,
CN(C)CCCOC(=O)Cc1ccc(Cl)cc1,3,1%,2,-8%,20%,i,15%,8%,-5%,
Cc1ccc(-n2nnnc2SC(C)C(N)=O)c(C)c1 (stereo not given),17,·,3,2%,-11%,i,-14%,1%,-6%,
CCOC(=O)C1=C(C)NC(SCC(=O)OC)=C(C#N)C1c1ccc(C(=O)OC)cc1 (stereo not given),10,16%,8,-6%,-12%,i,-17%,2%,-10%,
CCCOc1ccccc1C(=O)N(Cc1ccco1)C1CCS(=O)(=O)C1 (stereo not given),3,5%,11,0%,48%,i,4%,7%,·,
COc1ccc(CNC(=O)c2noc3c2CCCC3)cc1,0,5%,5,-3%,-14%,i,-19%,6%,2%,
O=C1NC(c2cc3c(cc2Cl)OCO3)Oc2ccccc21 (stereo not given),7,·,6,0%,-10%,i,-6%,15%,-4%,
Cn1c2c(c(=O)n(C)c1=O)CN(Cc1ccc(F)cc1)CN2,3,4%,5,-3%,9%,i,8%,9%,17%,
COC(=O)C1C(=O)C2=C(CC1C)NC(=O)CC2c1ccccc1 (stereo not given),0,·,0,7%,5%,i,-6%,9%,0%,PMK inhibit pilot replicates=6.5;MK inhibit pilot replicates=0.0;Spn DPM-DC inh pilot screen %=0.0
O=C(Cc1ccc2cccnc2c1)c1ccc(O)cc1O,16,8%,2,0%,27%,i,14%,2%,8%,
CCCCn1cnc2c(cnn2-c2ccc(Cl)cc2)c1=O,16,-3%,11,-2%,-12%,i,-15%,14%,-2%,PMK inhibit pilot replicates=1.0;MK inhibit pilot replicates=1.0;Spn DPM-DC inh pilot screen %=0.0
COc1ccccc1NC(=O)CSc1nnnn1C,4,13%,1,-1%,-11%,i,-7%,6%,-3%,
O=C(Cc1ccsc1)NCC(c1ccco1)N1CCCCC1 (stereo not given),19,5%,0,0%,-9%,i,-11%,7%,1%,
CCCCOCCCNS(=O)(=O)c1ccccc1,6,13%,6,-4%,2%,i,-3%,6%,6%,
Cc1c(C(=O)N2CC(C)OC(C)C2)sc2nc(-c3ccccc3)cn12 (stereo not given),11,-2%,5,-6%,6%,i,-6%,5%,-3%,
COC(=O)CSc1nnc(C)c(=O)[nH]1,2,0%,0,-2%,5%,i,15%,12%,3%,
Cc1oc2cc(O)ccc2c(=O)c1N1C(=O)c2ccccc2C1=O,0,-11%,4,5%,-2%,+,-4%,7%,5%,
Cn1c(NCc2cccnc2)nc2c1c(=O)n(Cc1ccccc1F)c(=O)n2C,0,·,2,1%,35%,i,17%,4%,28%,
Cc1cc(C(=O)COc2ccc(-c3nnco3)cc2)c(C)n1Cc1ccccc1,13,·,0,-9%,-1%,i,8%,7%,-7%,
c1ccc(Cn2nnnc2C(c2cccs2)N2CCSCC2)cc1 (stereo not given),15,5%,1,-8%,-9%,i,-15%,8%,-2%,PMK inhibit pilot replicates=1.5;MK inhibit pilot replicates=1.5;Spn DPM-DC inh pilot screen %=2.5
CC(C)Cn1nc(NS(=O)(=O)c2ccccc2)c2cc3ccccc3nc21,0,7%,2,-4%,·,i,·,11%,-9%,
CCCNS(=O)(=O)c1ccc(OCC(=O)NCCCOC)cc1,0,3%,0,2%,-1%,i,-5%,4%,0%,
O=S(=O)(c1ccc2c(c1)nc(COc1ccc(Cl)cc1)n2CC1CCCO1)N1CCOCC1 (stereo not given),6,1%,0,-6%,11%,i,6%,-1%,97%*,
O=C(C1CCCN(S(=O)(=O)c2cccnc2)C1)N1CCN(c2ccccn2)CC1 (stereo not given),0,2%,8,-7%,-2%,i,-2%,13%,-3%,PMK inhibit pilot replicates=0.0;MK inhibit pilot replicates=1.5;Spn DPM-DC inh pilot screen %=4.0
CSCCC(NC(=O)c1ccc(C)o1)C(=O)O (stereo not given),0,-1%,1,-2%,-2%,i,-4%,10%,-14%,
COc1ccccc1C(=O)n1nc(C)cc1C,2,13%,9,-1%,9%,i,2%,6%,-3%,
CN(CCNC(=O)c1cn(C)c2ccc(S(=O)(=O)N(C)C)cc2c1=O)CCc1ccccc1,0,16%,2,-3%,3%,i,-2%,5%,-6%,
CCC(NS(=O)(=O)c1ccc(C)cc1)C(=O)O (stereo not given),15,9%,11,0%,-15%,i,-17%,1%,2%,
CCC(C)NC(=O)C1CCC(=O)N(c2ccc3c(c2)OCO3)C1c1ccc(OC)cc1 (stereo not given),5,-11%,0,7%,-4%,i,-7%,6%,-2%,
CCOc1cccc(C(=O)N(Cc2ccco2)C2CCS(=O)(=O)C2)c1 (stereo not given),0,10%,4,-6%,-5%,i,2%,12%,16%,PMK inhibit pilot replicates=0.0;MK inhibit pilot replicates=0.0;Spn DPM-DC inh pilot screen %=0.0

# Source: PubChem (several laboratories)
